Menin-MLL TR inh = displaces Texas Red mutant MLL peptide from human menin. 270,000 compounds, 0.23% hits. O00255. Menin + Texas Red MLL mutant peptide, fluorescence polarization. AID 1768. Potency, µM (top dose mostly 61.6 µM), for the others: top-dose FP activity change, negative = inhibition, actives largely listed as inhibitors; active = well fitted inhibition curve with a large enough effect in the polarisation, with a control signal flat, not every such curve was filed as active; inconclusive = small, poorly fitted or top-dose-only effect, or effect the other way, or a change in a side signal; inactive = no such curve, though single readings can be large or run the other way; the % refers to the polarisation; also: potency is read from the fitted curve at half-maximal effect; % of control where 0% means no effect; many of its hits are not listed in these tables
FLuc counter = inhibits or activates purified firefly luciferase, miR-21 counter-screen; AID 588342; P08659; purified FLuc, Km substrates, luminescence inhibition; Potency, µM (series often up to 57.5 µM), for inactives: top-dose activity change, negative = inhibition, usual class: inhibitors; 360,000 compounds, 6.9% hits;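 also: potency is read from the fitted curve at half-maximal effect; plate controls were vehicle for no effect and reference inhibitor for full effect; nearly all actives have a fitted effect of over 55% in size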
Target sequence (P08659 whole entry, looked up): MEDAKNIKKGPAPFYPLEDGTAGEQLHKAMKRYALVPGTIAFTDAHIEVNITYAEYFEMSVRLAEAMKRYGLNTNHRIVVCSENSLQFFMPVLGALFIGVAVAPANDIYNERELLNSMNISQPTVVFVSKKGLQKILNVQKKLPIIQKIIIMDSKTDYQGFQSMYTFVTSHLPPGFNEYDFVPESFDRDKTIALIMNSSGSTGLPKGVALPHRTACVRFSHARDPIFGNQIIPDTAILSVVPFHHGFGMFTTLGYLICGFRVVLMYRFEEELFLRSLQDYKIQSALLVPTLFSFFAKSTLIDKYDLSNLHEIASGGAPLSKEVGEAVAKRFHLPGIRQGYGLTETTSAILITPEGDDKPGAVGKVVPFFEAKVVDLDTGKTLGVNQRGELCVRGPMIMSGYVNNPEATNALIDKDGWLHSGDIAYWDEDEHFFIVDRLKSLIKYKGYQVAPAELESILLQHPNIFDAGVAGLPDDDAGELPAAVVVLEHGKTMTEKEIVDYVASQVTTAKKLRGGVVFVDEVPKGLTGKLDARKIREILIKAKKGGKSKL
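Purified P. pyralis luciferase (10nM final) with 10uM D-luciferin and 10uM ATP (Km levels) in 50mM Tris acetate pH 7.5, 10mM Mg acetate, 0.01% Tween-20, 0.05% BSA; qHTS 6-point titration, ~60 µM downward; luminescence read.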
Giardia kill = Giardia lamblia killing; 340,000 compounds, 0.15% hits; activity change, % at 7.66 µM, hits read low; AID 540267; Giardia lamblia trophozoite viability; in the data active = activity change below about -80%; inconclusive = between about -30% and that limit;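 also: parasites exposed to compound for two days anaerobically before the ATP read; % is scaled to controls: 0 for no effect and ±100 for the full control effect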
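Anaerobic 48 hrs incubation at 37 deg C of 100 trophozoites/well with test compounds; ATPLite 1-Step luminescence, 15-30 min RT, reports cellular ATP as viability.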
RORgamma inh = ROR gamma (mouse) transcription inhibition | AID 2551 | Drosophila S2 Gal4-RORgamma UAS-luciferase reporter, 20 h | Potency, µM (doses to about 53.6 µM), for the others: at the highest dose activity change, negative = inhibition, actives largely listed as inhibitors | 310,000 compounds, 5.4% hits | P51450; also: potency is read from the fitted curve at half-maximal effect; % is scaled to controls: 0 for no effect and ±100 for the full control effect; nearly all actives have a fitted effect of over 60% in size
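ROR gamma transcriptional activity was tracked as Gal4-UAS luciferase output in stably transfected Drosophila Schneider cells, with compound added 1 hr before 700 uM copper sulfate induction and a 20 hr ambient-temperature incubation.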
PKM2 activator = increases activity of human pyruvate kinase M2 | P14618 | 260,000 compounds, 0.34% hits | Potency, µM (series often up to 57.5 µM), for the others: top-dose activation, hits mostly activators | purified PKM2, Kinase-Glo ATP luminescence, activation; response scale: 0% is enzyme alone, no compound; also: potency is read from the fitted curve at half-maximal effect; % is scaled to controls: 0 for no effect and ±100 for the full control effect; nearly all actives have a fitted effect of over 55% in size
Target sequence (P14618 whole entry, looked up): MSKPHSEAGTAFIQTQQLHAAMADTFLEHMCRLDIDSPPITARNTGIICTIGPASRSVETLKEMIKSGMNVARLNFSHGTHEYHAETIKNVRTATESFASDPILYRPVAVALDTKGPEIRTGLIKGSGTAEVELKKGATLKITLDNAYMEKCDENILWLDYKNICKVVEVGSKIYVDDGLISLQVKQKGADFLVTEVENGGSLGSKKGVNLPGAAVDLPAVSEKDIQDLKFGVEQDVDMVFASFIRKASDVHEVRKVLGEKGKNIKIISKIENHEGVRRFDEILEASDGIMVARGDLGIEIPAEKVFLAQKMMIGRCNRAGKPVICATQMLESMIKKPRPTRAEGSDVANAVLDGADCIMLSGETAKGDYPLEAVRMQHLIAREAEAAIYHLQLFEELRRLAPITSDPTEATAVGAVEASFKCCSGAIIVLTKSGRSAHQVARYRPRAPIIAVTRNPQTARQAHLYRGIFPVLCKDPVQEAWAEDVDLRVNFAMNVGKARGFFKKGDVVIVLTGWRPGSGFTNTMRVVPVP
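Purified hPK-M2 (>95% pure) converted ADP (0.1 mM final) to ATP with 0.5 mM PEP in 50 mM imidazole pH7.2, KCl, MgCl2, Tween 20, BSA; 1 h at room temperature. ATP detected by Kinase-Glo luminescence.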
ELG1 genotox = genotoxicity induction in ELG1-luciferase HEK293T cells; HEK293T ELG1-luciferase reporter, luminescence, 16 h; Potency, µM (titrated, usually from 46 µM), for inactives: top-dose activity change, positive = activation, actives largely listed as activators; 330,000 compounds, 1.3% hits; also: potency is read from the fitted curve at half-maximal effect; % of control where 0% means no effect; nearly all actives have a fitted effect of over 60% in size
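HEK293T cells expressing luciferase-tagged ELG1 were exposed to compound or DMSO vehicle for 16 hr at 37 °C and 5% CO2. Luciferase activity was then measured with ONE-Glo after 30 min at room temperature.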
Gal4-VP16 FLuc = inhibits Gal4-VP16 luciferase reporter, ROR gamma counter-screen; Drosophila S2 Gal4-VP16 UAS-luciferase, luminescence, 20 h; Potency, µM (series often up to 53.6 µM), inactives show at the highest dose activity, negative = inhibition, most hits filed as inhibitors; 310,000 compounds, 3.5% hits; AID 2546;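 also: Gal4-VP16 expression switched on by copper sulfate through the metallothionein promoter; potency is read from the fitted curve at half-maximal effect; % is scaled to controls: 0 for no effect and ±100 for the full control effect; nearly all actives have a fitted effect of over 50% in size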
p53 reactivator = mutant p53 re-activation in reporter cells. H1299 p53-A138V BP100-luciferase reporter, luminescence, 24 h. Potency, µM (doses to about 92.2 µM), for the others: at the highest dose activity change, positive = activation, usual class: activators. 320,000 compounds, 0.063% hits; also: potency is read from the fitted curve at half-maximal effect; % of control where 0% means no effect; nearly all actives have a fitted effect of over 45% in size
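H1299 (p53-null), stable ts p53-A138V + BP100-Luc; 1000 cells/well, Opti-MEM/10% FBS; cpd 4 pt, 1:5; 24 h, 37 deg C, 5% CO2; detection reagent 10 min RT; luminescence.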
BRCA1 expr act = BRCA1 expression activation; Potency, µM (series often up to 46.1 µM), without a hit: at the highest dose activation, actives largely listed as activators; 380,000 compounds, 1.1% hits; MCF7-BRCA1-FFLuc reporter, luminescence, 48 h; response scale: scaled: vehicle 0%, 10 µM genistein 100%; AID 624202; also: potency is read from the fitted curve at half-maximal effect; nearly all actives have a fitted effect of over 80% in size; some results filed as inactive show a strong effect at the top dose
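Compounds are tested at multiple concentrations on MCF7 BRCA1-luciferase reporter cells seeded at 2000 per well; after 48 h, a single luminescence end-point is taken and curves fitted to the normalized data.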
NPC1 promoter act = activates the NPC1 promoter; Huh7 NPC1 promoter luciferase reporter, 24 h; Potency, µM (doses to about 9.22 µM), without a hit: top-dose activation, hits mostly activators; 320,000 compounds, 2.4% hits; AID 485313;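 also: potency is read from the fitted curve at half-maximal effect; % of control where 0% means no effect; nearly all actives have a fitted effect of over 60% in size; reporter is driven by a mutant NPC1 promoter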
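Readout is luciferase luminescence, reflecting NPC1 promoter activation in stably transfected Huh7 cells after 24 h compound exposure at 37 °C in reduced-serum medium with 10% FBS.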
Rab9 promoter act = Rab9 promoter activation; Huh7 Rab9 promoter-luciferase reporter, luminescence, 24 h; Potency, µM (series often up to 9.22 µM), for the others: top-dose activation, negative = inhibition, most hits filed as activators; 320,000 compounds, 2.8% hits; also: potency is read from the fitted curve at half-maximal effect; % of control where 0% means no effect; nearly all actives have a fitted effect of over 60% in size
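Huh7 cells stably carrying a Rab9 promoter-luciferase reporter, 1500 cells per well in OP-MEM I with 10% FBS, treated with compound 24 hours at 37C. Luciferase activity read by luminescence after 10 minutes with Amplite reagent.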
Numbers without * were called inactive; ? = inconclusive; / = no result given; & = joins results of further samples; [ ] = dose if it differs, or a comment. Unless noted, calls follow the shape of the dose curve; as a rule, active = well fitted curve in the direction sought with a large enough effect; inconclusive = small, poorly fitted or top-dose-only effect, or another doubt; inactive = no such curve, though single readings can be large; an effect the other way counts as inactive or inconclusive. The list is partial; count on the stated rates, not on these rows.

SMILES	Menin-MLL TR inh	FLuc counter	Giardia kill	RORgamma inh	PKM2 activator	ELG1 genotox	Gal4-VP16 FLuc	p53 reactivator	BRCA1 expr act	NPC1 promoter act	Rab9 promoter act
COc1cc(C(=O)NCC(=O)OCC(=O)c2ccc[nH]2)cc(OC)c1OC	5%	4%	-5	-36%	-5%	3%	-8%[0.365 µM]	9%	-1%	2%	-9%
O=C(CSc1nnc(-c2cccs2)o1)OCc1ccccc1	7%	-3%	-8	-4%	10%	-3%	-18%	6%	0%	0%	-1%
CCN(CC)S(=O)(=O)c1ccc(C(=O)NCc2ccc3c(c2)cc(C)n3C)cc1	?	8%	-27	-12%	5%	1%	1%	-3%	1%	-4%	-3%
CCc1ccc(S(=O)(=O)NCCc2csc(-c3cccnc3)n2)s1	-11%	11%	7	?	6%	11%	-9%	-2%	-12%	0%	-12%
CC(C)c1ccc(CN(C(=O)/C=C/c2ccco2)C2CCS(=O)(=O)C2)cc1 (configuration not stated)	/	-9%	-5	29%	18%	-1%	10%	-4%	7%	-4%	0%
CC(C)n1nc(C(=O)Nc2cccc(S(=O)(=O)N3CCOCC3)c2)c2ccccc2c1=O	/	2%	-1	/	/	0%	/	-11%	-9%	-1%	0%
Cc1sc(NC(=O)CSc2nnc(C)c(=O)[nH]2)c(C#N)c1C	-11%	5%	-8	-11%	-1%	1%	-3%	4%	14%	8%	4%
CC(=O)Nc1ccc(C(=O)OCc2ccc(Br)cc2)cc1	?	-16%	-9	28%	-9%	5%	-1%	-10%	28%	2%	-1%
COc1ccc(CN(Cc2cccnc2)S(=O)(=O)c2ccc(-n3cnnn3)c(OC)c2)cc1	-19%	1%	2	1%	3%	-15%	-15%	-6%	-17%	1%	?
CC#CCOC(=O)c1c(C)nc2sc3c(c2c1N)CCC(O)C3 (configuration not stated)	-6%	?	2	/	/	16µM*	/	7%	7%	-10%[46.1 µM]	-24%[46.1 µM]
Cc1occc1-c1n[nH]c(=S)n1C	10%	-3%	-28	?	-1%	2%	-7%	-2%	-9%	-4%	1%
O=c1[nH]c(O)c(/C=C2\C=Nc3ccc(Br)cc32)[nH]1	?	-10%	10	?	-3%	5%	-8%	-83%[inhibitor]	-26%	-5%	11%
COC(=O)c1ccccc1NC(=O)NCc1ccncc1	22%	-17%	10	2%	1%	-1%	1%	1%	-11%	-1%	-8%
COc1ccc(OCCSc2nc(C)c(Cc3ccccc3)c(=O)[nH]2)cc1	?	2%&-6%	1	-6%	7%	7%	-10%	3%	5%	0%	0%
O=S(=O)(Nc1ccc(Cl)cn1)c1ccccc1	10%	-7%	2	-8%	11%	0%	-1%	-3%	-22%	-4%	5%
CCCNC(=O)NC(=O)CSc1nc2cc(C(=O)OC)ccc2c(=O)n1-c1ccccc1	-4%	3%	-2	-3%	-6%	-6%	?	3%	-10%	-6%	-9%
CSCCCN1CCC(n2nccc2NC(=O)CCCc2ccccc2)CC1	/	0%	15	2%	-5%	-4%	5%	18%	-15%	0%	0%
Cc1ccc(-c2nnc(C)c(N3CCOCC3)n2)cc1	?	-3%	-13	1%	1%	-2%	-6%	-8%	-18%	-4%	-24%
Nc1nonc1OCCN1CCN(c2ccc([N+](=O)[O-])c3cccnc23)CC1	/	-2%	?	14%	3%	-5%	-8%	-5%	-11%	-3%	-3%
CCN(CC)c1ccc([C@H]2[C@@H]3CCCC[C@]3(O)CCN2CC(=O)NCc2ccco2)cc1	-19%	3%	-6	12%	2%	0%	-9%	-2%	-13%	1%	-7%
COc1ccc(N(CC(=O)NC2CCCCC2)C(=O)c2ccc(C)s2)cc1OC	-28%	0%	-10	-28%	3%	2%	8%	-5%	-35%	-3%	-5%
O=C(Nc1cc(=O)[nH]c2ncnn12)c1ccco1	/	7%	-2	4%	1%	2%	-13%	3%	-1%	-1%	-4%
O=C(CCCn1c(=O)[nH]c2ccsc2c1=O)N1CCN(Cc2ccc3c(c2)OCO3)CC1	-1%	2%	-1	-36%	-10%	-6%	-10%	-11%	-2%	-1%	-5%
COc1ccc(N2CCN(C(=O)c3ccc(NS(=O)(=O)c4cccc(F)c4)cc3)CC2)cc1	10%	?	35[activator]	34%	?	10%	4%	6%	-12%	8%	2%
Cc1ccc(C)c(NS(=O)(=O)c2cc3c4c(c2)CC(=O)N4CCC3)c1	/	-1%	-20	5%	/	-1%	5%	3%	-17%	-1%	-3%
COc1ccc(CCN2CCCC(CN(C)Cc3cc(OC)c(OC)c(OC)c3)C2)cc1 (configuration not stated)	-16%	6%	18	-19%	-7%	-4%	9%	/	-22%	-4%	-6%
Cc1ccc(C(=O)NC(=S)NCC(=O)c2ccccc2)cc1	?	?	7	?	-6%	5%	?	22%	?	14%	25%
CNC(=O)COc1ccc(Nc2nnc(-c3ccc(C)c(S(N)(=O)=O)c3)c3ccccc23)cc1	-23%	-17%	13	-10%	/	-2%	-11%	-1%	-12%	-6%	3%
COC(=O)c1nn(-c2c(C)n(C)n(-c3ccccc3)c2=O)cc1O	6%	3%	2	4%	-6%	1%	-3%	5%	1%	-2%	0%
COc1ccc([N+](=O)[O-])cc1CSc1nnc(NC(C)=O)s1	-9%	0%	-3	9%	8%	-8%	-5%[10 µM]	-2%	0%	-2%	-6%
Cc1nnc(N(C)C(=O)c2cnccn2)s1	-3%	-2%	16	-10%	-15%	1%	4%	-2%	4%	1%	-10%
CCNS(=O)(=O)c1ccc(NC(=O)Cc2ccc(F)cc2)cc1	12%	0%	-12	19%	1%	-1%	21%	-13%	-1%	-2%	1%
CN(CC(=O)OCC(=O)NC(=O)c1cccn1C)S(=O)(=O)c1ccc(Cl)cc1	/	0%	21	2%	-3%	0%	2%	-1%	0%	-3%	-3%
Cc1ccc(NC(=O)CNC(=O)c2ccc(C)o2)cc1	-3%	-7%	-3	-32%	11%[11.5 µM]	3%	-8%	3%	29%	3%	-1%
O=C(Cc1ccccc1)Nc1ccc(NC(=S)NC(=O)c2ccccc2)cc1	/	1%	-22	-36%	2%	5%	-18%	3%	13%	-1%	3%
COCCN(CCOC)S(=O)(=O)c1ccc(/C(O)=C(\C#N)c2nc3ccccc3[nH]2)cc1	9%	?	1	13µM*	-7%	-2%	26%	3%	30%	3%	11%
O=C(NCC(c1cccs1)N1CCOCC1)C1CCN(S(=O)(=O)c2ccccc2C(F)(F)F)CC1 (configuration not stated)	/	6%	-8	10%	-3%	-1%	-3%	9%	0%	1%	10%
Cc1ccc(NCC(=O)N/N=C/c2ccncc2)cc1	-1%	-1%	25	2%	9%	-2%	-7%	-4%	-7%	5%	1%
Cc1ccc(NC(=O)C2CCCN2S(=O)(=O)c2cccc3cccnc23)cc1F (configuration not stated)	13%	-2%	-8	-1%	-10%	0%	7%	-10%	-19%	0%	-2%
O=C(Nc1ccc(S(=O)(=O)Nc2nccs2)cc1)c1ccccc1OC(F)F	/	-1%	3	/	/	3%	/	-5%	-9%	-2%	0%
O=C(CCCOc1ccc(Cl)cc1)N1CCOCC1	-16%	-18%	11	19%	2%	?	24%	?	55%	-1%	-5%[1.84 µM]
COc1ccc(OCCNc2cc(Cl)ccc2[N+](=O)[O-])cc1	-1%	-2%	10	-10%	-5%	8%	-8%[0.365 µM]	-5%	-37%	2%	-2%
Cc1ccc(-c2noc(-c3cc(C(C)(C)C)nn3Cc3ccccc3)n2)cc1	/	1%	-2	10%	-5%	0%	-7%	0%	-2%	-1%	0%
CCOC(=O)c1ccc(NC(=S)NNC(=O)c2cc(-c3cccnc3)nc3ccccc23)cc1	/	21µM*	23	-34%	7%	-17%	-13%	-2%	15%	4%	11%
Cc1cc(NC(=O)NC(=O)c2cccc(OC(F)(F)C(F)F)c2)n[nH]1	9%	-16%	-7	?	1%	?	7%	15%	71%	2.5µM*	2.2µM*
CC(=O)Nc1ccccc1C(=O)C(=O)NCCc1ccccc1	4%	-2%	-8	14%	0%	6%	6%	5%	26%	12%	-1%
CC(C)(C)NS(=O)(=O)c1ccc(NS(=O)(=O)Cc2ccccc2)cc1	-11%	-2%	-25	31%	0%	-4%	7%	-2%	-1%	1%	-1%
O=C(N/N=C/c1cccc(OCc2ccccc2)c1)c1ccc(Br)o1	46%[activator]	21µM*	15	?	1%	-1%	?	9%	32%	-1%	14%
